# Bioassay records (PubChem BioAssay)
# uPA generation: qHTS for Inhibitors of Cell Surface uPA Generation | cell surface uPA generation assay, qHTS | Potency, µM (highest dose often 38.3 µM), inactives show top-dose activity change, negative = inhibition, actives largely listed as inhibitors | 330,000 compounds, 0.31% hits | AID 540303, 2011; active = well fitted inhibition curve with a large enough effect; inconclusive = small, poorly fitted or top-dose-only effect; inactive = no such curve, though single readings can be large or run the other way; tested in mouse RAW 264.7 cells; note: potency is the fitted concentration of half-maximal effect; % is set by controls: 0 for no effect and ±100 for the full control effect; nearly all actives have a fitted effect of over 55% in size
# FBPA coupling cs: qHTS Assay for Inhibitors of Fructose-1,6-bisphosphate Aldolase from Giardia Lamblia: Coupling assay counterscreen | 290,000 compounds, 0.67% hits | activity change, negative = inhibition, % at 58.2 µM, hits read low | coupling enzyme system counterscreen, AmpLite Red fluorescence | AID 2472, 2010; in the data active = activity change below about -30%; note: % is set by controls: 0 for no effect and ±100 for the full control effect
#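 Counterscreen of the coupled detection system alone, without aldolase: glyceraldehyde-3-phosphate coupling enzymes plus AmpLite Red readout. Compounds at 57.5 uM final, 10 min RT preincubation, 20 min RT reaction, fluorescence 525/598 nm.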
# RORg inh: qHTS for inhibitors of ROR gamma transcriptional activity | Drosophila S2 Gal4-RORgamma UAS-luciferase reporter, 20 h | Potency, µM (top dose mostly 53.6 µM), for the others: at the highest dose activity change, negative = inhibition, hits mostly inhibitors | 310,000 compounds, 5.4% hits | AID 2551, 2010; note: potency is the fitted concentration of half-maximal effect; % is set by controls: 0 for no effect and ±100 for the full control effect; nearly all actives have a fitted effect of over 60% in size
# Target sequence (P51450 whole entry, looked up, the tested form may be a part): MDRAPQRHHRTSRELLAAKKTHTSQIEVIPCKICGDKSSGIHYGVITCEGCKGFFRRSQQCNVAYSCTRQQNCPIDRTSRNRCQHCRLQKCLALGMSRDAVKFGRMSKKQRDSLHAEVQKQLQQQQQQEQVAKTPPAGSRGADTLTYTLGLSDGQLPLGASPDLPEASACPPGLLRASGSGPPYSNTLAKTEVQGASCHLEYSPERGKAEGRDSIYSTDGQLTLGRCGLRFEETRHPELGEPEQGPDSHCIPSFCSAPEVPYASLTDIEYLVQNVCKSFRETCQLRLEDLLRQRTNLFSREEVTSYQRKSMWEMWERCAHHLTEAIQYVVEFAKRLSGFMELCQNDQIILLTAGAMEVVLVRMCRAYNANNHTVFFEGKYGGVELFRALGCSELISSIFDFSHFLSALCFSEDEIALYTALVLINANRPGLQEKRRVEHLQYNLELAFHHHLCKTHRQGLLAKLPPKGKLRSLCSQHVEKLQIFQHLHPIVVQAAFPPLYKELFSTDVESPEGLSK
#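 Schneider cells (Drosophila), stable Gal4 DBD–ROR gamma + UAS-luc; 1 hr cmpd preincubation; Cu2+ induction 700 uM final; 20 hr ambient; luminescence.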
# Giardia killer: Small Molecules that selectively kill Giardia lamblia: qHTS; Giardia lamblia trophozoite viability; activity change, % at 7.66 µM, hits read low; 340,000 compounds, 0.15% hits; AID 540267, 2011; in the data active = activity change below about -80%; inconclusive = between about -30% and that limit;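 note: parasites exposed to compound for two days anaerobically before the ATP read; % is set by controls: 0 for no effect and ±100 for the full control effect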
#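 Giardia lamblia trophozoites (100 cells/well) were incubated with compounds for 48 h at 37 deg C under anaerobic conditions. Viability was read as ATP content by one-step luminescence after 15-30 min at room temperature.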
# Rab9 prom act: qHTS Assay for Rab9 Promoter Activators. 320,000 compounds, 2.8% hits. Potency, µM (doses to about 9.22 µM), for inactives: at the top dose activation, negative = inhibition, usual class: activators. Huh7 Rab9 promoter-luciferase reporter, luminescence, 24 h; note: potency is the fitted concentration of half-maximal effect; % of control where 0% means no effect; nearly all actives have a fitted effect of over 60% in size
#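 Huh7 cells stably carrying Rab9 promoter–luciferase reporter, plated 1500 cells/well, compound added after 2 h and incubated 24 h at 37 °C; luciferase luminescence then read after 10 min with detection reagent.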
# VP16 counter: VP16 counterscreen qHTS for inhibitors of ROR gamma transcriptional activity; AID 2546, 2010; Drosophila S2 Gal4-VP16 UAS-luciferase, luminescence, 20 h; 310,000 compounds, 3.5% hits; Potency, µM (top dose mostly 53.6 µM), for the others: top-dose activity, negative = inhibition, actives largely listed as inhibitors;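 note: Gal4-VP16 expression switched on by copper sulfate through the metallothionein promoter; potency is the fitted concentration of half-maximal effect; % is set by controls: 0 for no effect and ±100 for the full control effect; nearly all actives have a fitted effect of over 50% in size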
# NPC1 prom act: qHTS Assay for NPC1 Promoter Activators; Huh7 NPC1 promoter luciferase reporter, 24 h; 320,000 compounds, 2.4% hits; AID 485313, 2010; Potency, µM (highest dose often 9.22 µM), for inactives: top-dose activation, actives largely listed as activators;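 note: potency is the fitted concentration of half-maximal effect; % of control where 0% means no effect; nearly all actives have a fitted effect of over 60% in size; reporter is driven by a mutant NPC1 promoter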
#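 Stably transfected Huh7 (NPC1 promoter→luciferase), 1500 cells/well in Opti-MEM + 10% FBS, 2 h settle, then compound 24 h at 37 °C. Luminescence after 10 min with Amplite reagent.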
# KCNH2 3.1 inh: qHTS for Inhibitors of KCHN2 3.1: Mutant qHTS. Potassium voltage-gated channel subfamily H member 2, brain isoform KCNH2 3.1 (human). activity change, % (tested at about 1.8 µM). 340,000 compounds, 0.95% hits. U2OS KCNH2 3.1, thallium flux FluxOr; active compounds read low;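 active = maximum activity change below -70%; inconclusive = maximum activity change from -70% to -50%; inactive = maximum activity change above -50%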;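 note: thallium influx rate constant from kinetic fluorescence after stimulation buffer; % is set by controls: 0 for no effect and ±100 for the full control effect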
#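 Channel expression came from 3.1 mutant virus (1.77 x 10^8 /mL) applied to suspended U2OS cells for 4 h. Flux was tracked with FluxOr dye plus Red40 quencher, and kinetic rate constants normalized to controls.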
# FLuc counter: qHTS profiling assay for firefly luciferase inhibitor/activator using purifed enzyme and Km concentrations of substrates (counterscreen for miR-21 project); Potency, µM (titrated, usually from 57.5 µM), for the others: top-dose activity change, negative = inhibition, hits mostly inhibitors; 360,000 compounds, 6.9% hits; purified FLuc, Km substrates, luminescence inhibition; Luciferin 4-monooxygenase (Photinus pyralis), P08659;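 note: potency is the fitted concentration of half-maximal effect; plate controls were vehicle for no effect and reference inhibitor for full effect; nearly all actives have a fitted effect of over 55% in size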
# Target sequence (P08659 whole entry, looked up): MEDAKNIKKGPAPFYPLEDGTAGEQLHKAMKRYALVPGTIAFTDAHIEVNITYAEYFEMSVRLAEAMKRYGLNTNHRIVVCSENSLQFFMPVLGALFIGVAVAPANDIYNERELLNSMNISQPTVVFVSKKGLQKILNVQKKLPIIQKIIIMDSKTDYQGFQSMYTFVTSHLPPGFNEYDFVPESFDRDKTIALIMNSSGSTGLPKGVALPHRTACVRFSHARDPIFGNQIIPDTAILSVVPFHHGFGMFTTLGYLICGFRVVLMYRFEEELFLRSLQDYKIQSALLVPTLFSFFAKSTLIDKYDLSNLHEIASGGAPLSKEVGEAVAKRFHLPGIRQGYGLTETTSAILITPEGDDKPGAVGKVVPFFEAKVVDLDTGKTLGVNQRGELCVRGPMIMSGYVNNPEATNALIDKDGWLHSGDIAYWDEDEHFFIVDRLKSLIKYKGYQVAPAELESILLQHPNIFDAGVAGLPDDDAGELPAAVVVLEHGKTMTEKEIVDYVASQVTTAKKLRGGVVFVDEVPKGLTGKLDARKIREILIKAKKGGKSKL
#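 Purified P. pyralis luciferase, 10 nM final, with Km-level 10 uM D-luciferin and 10 uM ATP in 50 mM Tris acetate pH 7.5, 10 mM Mg acetate, 0.01% Tween-20, 0.05% BSA; 6-point qHTS titration about 60 µM downward; luminescence read.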
# Tb PFK block: qHTS Assay to Find Inhibitors of T. brucei phosphofructokinase; ATP-dependent 6-phosphofructokinase (Trypanosoma brucei brucei), O15648; T. brucei PFK, ADP-Glo luminescence; Potency, µM (series often up to 57.5 µM), without a hit: top-dose activity, negative = inhibition, actives largely listed as inhibitors; 330,000 compounds, 0.17% hits;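 note: potency is the fitted concentration of half-maximal effect; 0% = uninhibited 1x PFK enzyme wells and -100% = no-enzyme wells; nearly all actives have a fitted effect of over 60% in size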
#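 PFK 1.25 nM, F6P 0.5 mM, ATP 0.1 mM, 0.1 M TEA pH 8.0, 5 mM MgCl2, 0.01% Tween20, 0.1% BSA; 45 min RT. ADP-Glo readout. qHTS titration up to 57 uM; curves fitted, compounds curve-classed.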
# ELG1 genotoxic: qHTS screen for small molecules that induce genotoxicity in human embryonic kidney (HEK293T) cells expressing luciferase-tagged ELG1. 330,000 compounds, 1.3% hits. Potency, µM (series often up to 46 µM), inactives show at the highest dose activity change, positive = activation, hits mostly activators. HEK293T ELG1-luciferase reporter, luminescence, 16 h; note: potency is the fitted concentration of half-maximal effect; % of control where 0% means no effect; nearly all actives have a fitted effect of over 60% in size
#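 16 hr compound incubation (37 °C, 5% CO2) of HEK293T cells carrying luciferase-tagged ELG1; luciferase then measured by ONE-Glo luminescence after 30 min at RT.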
# An asterisk follows results filed as active; ? = inconclusive; / = not tested or not shown; [ ] = remark or other dose. Unless noted, calls come from the whole dose curve; as a rule, active = well fitted curve in the direction sought with a large enough effect; inconclusive = small, poorly fitted or top-dose-only effect, or another doubt; inactive = no such curve, though single readings can be large; an effect the other way counts as inactive or inconclusive.
SMILES	KCNH2 3.1 inh	NPC1 prom act	Giardia killer	Rab9 prom act	FBPA coupling cs	RORg inh	VP16 counter	Tb PFK block	ELG1 genotoxic	FLuc counter	uPA generation
COC(=O)C(C)N1C(=O)S/C(=C\c2ccc(-c3ccc(C(=O)O)cc3C)o2)C1=O (stereo unspecified)	1.9	2.82µM*	-14.6	2.24µM*	5.2	14.6%	3.5%	-2.0%	?	16.9µM*	1.6%
Cc1n(-c2ccccc2)c2ccc(Cl)cc2[n+]1CCO	0.7	-0.7%	4.8	-8.3%	3.9	-19.0%	2.8%	3.2%	-4.0%	-9.7%	-0.9%
Clc1ccc(Nc2nc(N3CCOCC3)nc(N3CCOCC3)n2)cc1Cl	-5.1	-13.9%	-25.0	-12.5%	/	9.9%	-4.4%	0.7%	8.4%	-0.5%	23.2%
CCS(=O)(=O)N1CCCC(C(=O)NCc2cccnc2)C1 (stereo unspecified)	11.1	0.5%	0.3	-4.1%	-1.0	5.3%	-2.4%	0.3%	1.3%	0.6%	6.2%
CN(CC(=O)Nc1ccccc1Cl)C(=O)c1cccc(S(=O)(=O)N2CCN(c3ccc(F)cc3)CC2)c1	2.3	1.41µM*	11.8	2.24µM*	/	22.3%	-6.8%	-11.3%	1.83µM*	3.38µM*	-28.2%
CCC(CO)N=CC1=C(O)CC(C)(C)CC1=O (stereo unspecified)	-27.1	-4.6%	-5.6	-3.3%	4.1	6.1%	9.3%	-7.0%	3.0%	5.6%	4.2%
N#Cc1cc2sc3nc4ccccc4n3c2cc1C#N	/	-0.8%	/	-4.4%	-2.7	19.8%	-16.8%	-0.7%	-0.6%	2.2%[2.3 µM]	/
Cc1ccc(C)c(C(=O)CCC(=O)O)c1	20.2	-2.7%	4.1	-0.2%	2.8	6.9%	1.6%	-4.2%	-0.5%	-2.1%	5.1%
COc1ccc(CN(C(=O)c2cnccn2)C(C(=O)NC(C)(C)C)c2cc(OC)c(OC)c(OC)c2)cc1 (stereo unspecified)	16.6	-0.9%	-3.1	-1.9%	2.1	-11.7%	1.6%	-1.7%	-0.2%	2.0%	1.7%
COc1ccc(C(=O)NCc2cnn(C)c2C)cc1OC1CCN(C(C)C)CC1	/	-1.3%	-12.7	10.3%	1.3	1.4%	-2.8%	-5.4%	-4.3%	4.0%	0.9%
COc1ccccc1-n1c(SCC(=O)NCc2ccc3c(c2)OCO3)nc2cc([N+](=O)[O-])ccc21	-12.9	-0.5%	5.1	-1.1%	-18.2	?	?	-3.9%	-5.6%	-2.7%	0.7%
Cc1ccc(C(=O)NNS(=O)(=O)c2ccccc2[N+](=O)[O-])cc1	1.3	-1.2%	-3.5	2.5%	2.4	?	-0.9%	-2.2%	2.3%	?	-2.3%
Oc1ccc(/C=N/n2c3ccccc3c3ccccc32)cc1	-2.5	-1.6%	-11.5	-2.3%	4.3	-28.6%	5.4%	2.2%	-1.9%	?	3.5%
COc1ccc(CNC(=O)C(OC(=O)c2ccco2)c2ccccc2F)cc1 (stereo unspecified)	5.3	-5.6%	27.0	-2.0%	2.0	26.4%	-12.1%	0.9%	7.0%	1.6%	1.8%
CC(OC(=O)C1=NNC(=O)CC1)C(=O)Nc1ncc(Cl)cc1Cl (stereo unspecified)	-1.7	-1.1%	1.9	-4.9%	-2.5	11.9%	7.4%	1.5%	2.9%	0.4%	8.7%
CCOC(=O)C1(Cc2cccc(Cl)c2)CCCN(C(=O)C(C)(C)C)C1 (stereo unspecified)	3.5	4.2%	-5.3	21.6%	-6.9	-11.0%	-8.7%	-4.2%	1.6%	?	-0.4%
Cc1ccc2nc(C(=O)N3CCCC(Nc4ccc(F)cc4)C3)cn2c1 (stereo unspecified)	/	1.2%	-16.4	16.6%	/	32.6%	-8.7%	1.0%	16.2%	-18.3%	-1.1%
Cc1ccc(C(=O)Nc2ccc(N3CCCC3)cc2)c(C)c1	-0.5	17.9%	-4.4	26.7%	0.0	-4.7%	-4.6%	-3.9%	0.1%	?	-7.3%
Cc1ccc(OC(=O)CCC(=O)N2CCc3ccccc32)cc1	0.8	-0.2%	-15.1	6.0%	0.6	?	4.1%	0.6%	-0.3%	-9.1%	3.6%
CCSc1nsc(NC(=O)Nc2cccc(F)c2)n1	-30.3	-7.1%	2.4	-23.0%	1.3	?	?	4.5%	-1.0%	19µM*	-11.0%
c1csc(-c2nc(CN3CCSCC3)cs2)c1	1.2	?	0.0	0.398µM*	1.1	?	?	-15.5%	2.59µM*	2.39µM*	-17.9%
COc1cccc(C2c3[nH]c4ccccc4c3CCN2Cc2ncc[nH]2)c1 (stereo unspecified)	-17.8	-3.5%	10.2	0.8%	-0.8	-8.6%	18.0%	3.6%	-4.8%	-6.6%	0.1%
Nc1nc2sc3c(c2cc1C(=O)NCC(=O)O)CCCC3	-8.6	-0.4%	?	-15.8%	0.6	10µM*	?	-7.3%	-2.7%	0.953µM*	?
COc1ccc(CN2CC(C(=O)NCCCN3CCN(Cc4ccccc4)CC3)CC2=O)cc1 (stereo unspecified)	7.0	-4.2%	12.7	-3.6%	3.4	-1.1%	-3.2%	3.7%	-1.0%	-0.9%	0.5%
CCN(C[C@H]1N[C@@](Cc2ccccc2)(C(=O)OC)[C@H]2C(=O)N(C)C(=O)[C@@H]12)C(=O)Nc1ccccc1	-1.3	/	13.2	/	/	/	/	3.1%	1.0%	/	-5.8%
CCS(=O)(=O)N1CCCC(C(=O)NCCCN(C)Cc2ccccc2)C1 (stereo unspecified)	-4.0	-0.1%	-2.6	-5.1%	0.8	2.5%[0.365 µM]	/	-6.2%	4.2%	3.6%	5.7%
Cn1c(=O)c(=O)n(C)c2cc(S(=O)(=O)N3CC(=O)N(CCc4ccccc4)C(=O)C3)ccc21	-10.0	-0.9%	2.4	-3.1%	0.6	-0.7%	-9.3%	-3.4%	2.6%	-0.1%	0.2%
CC1CCCCC1NC(=O)Cn1cc([N+](=O)[O-])ccc1=O (stereo unspecified)	7.0	-3.7%	-14.4	-7.8%	/	/	/	-3.4%	-0.7%	-0.5%	-6.2%
O=C(O)CCC(=O)OCC1CCCCC1	8.5	0.6%	-11.7	-0.6%	1.4	7.9%	9.3%	-0.3%	0.9%	4.0%	-0.9%
CCOc1ccc(C(C)NC(=O)Nc2ccc(F)cc2F)cc1 (stereo unspecified)	14.5	-2.3%	-2.9	0.5%	2.2	4.6%	5.9%	-5.4%	-7.9%	5.3%	0.4%
Cc1nnc(SCc2nnc(-c3cccs3)o2)n1C1CCCCC1	-12.2	-5.1%	3.6	8.7%	2.4	27.0%	0.4%	3.7%	1.3%	5.8%	0.9%
NC(=O)CCCn1c(C(=O)c2ccc(Cl)cc2)c2ccc([N+](=O)[O-])cc2[n+]1[O-]	2.4	1.1%	-87.1*	4.3%	/	/	/	0.0%	4.8%	1.3%	1.41µM*
CC(=O)Nc1ccc(/C=N/Nc2ccc(C(=O)c3c(C)cc4ccccn34)cc2[N+](=O)[O-])cc1	-8.2	-12.9%	-17.4	-7.0%	-1.0	0.0%	-25.1%	-2.9%	6.5%	-5.8%	-17.8%
CCCCN=C(N)/C(C(=O)OCC)=C(\O)c1ccc(OC)cc1	-8.7	0.7%	-4.8	2.3%	-4.4	44.1%	1.1%	-3.0%	-3.8%	-6.1%	3.9%
Cc1cccc(OCCCN2C(=O)C(=O)c3cc(C)ccc32)c1	16.6	-8.0%	-22.7	-4.0%	-9.2	25.4%	-2.8%	-2.1%	7.6%	?	-24.3%
COc1ccc(CN(Cc2ccc(C(=O)O)cc2)C(=S)Nc2cccc(C)c2)cc1OC	3.4	-1.5%	-3.1	-7.7%	2.8	-22.5%	6.8%	0.0%	1.2%	-8.1%	3.4%

# An unsorted share of the library, and some 14% of all compounds hit somewhere here.
